Bioassay records from PubChem.
Anesthetic bind: qHTS Assay for Identification of Novel General Anesthetics; Ferritin light chain (Equus caballus), P02791; apoferritin/1-aminoanthracene competitive binding, fluorescence; Potency, µM (titrated, usually from 77.5 µM), inactives show at the top dose activity change, negative = displacement, usual class: inhibitors; 0.074% of 350,000 active; note: % is set by controls: 0 for no effect and ±100 for the full control effect; nearly all actives have a fitted effect of over 20% in size
Target sequence (P02791 2-175 limits assumed): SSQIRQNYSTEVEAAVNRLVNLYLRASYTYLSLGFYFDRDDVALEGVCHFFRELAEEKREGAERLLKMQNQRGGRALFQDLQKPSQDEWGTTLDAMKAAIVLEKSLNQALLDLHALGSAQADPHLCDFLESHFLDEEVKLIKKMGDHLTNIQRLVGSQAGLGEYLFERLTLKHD
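Steps: apoferritin (10 uM) was premixed with half-saturated 1-AMA in PBS, compounds were pin-transferred, plates stood 10 min at room temperature, fluorescence was read at 380/535 nm, and curves were fitted with a Hill equation.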
G9a inh: qHTS Assay for Inhibitors of Histone Lysine Methyltransferase G9a; 8.8% of 350,000 active; G9a H3K9 monomethylation, AlphaScreen, 2 h; Potency, µM (doses to about 102 µM), without a hit: top-dose activity, negative = inhibition, usual class: inhibitors; AID 504332, 2011; note: % is set by controls: 0 for no effect and ±100 for the full control effect; nearly all actives have a fitted effect of over 75% in size
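AlphaScreen read-out: biotin-H3K9 peptide (500 nM) methylation by 20 nM enzyme with 20 uM SAM, 2 h at room temperature after 15 min compound preincubation; anti-monomethyl H3K9 antibody plus donor/acceptor beads, 10 min dark.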
POLK inh: qHTS for Inhibitors of Polymerase Kappa; DNA polymerase kappa (Homo sapiens), Q9UBT6; purified Pol kappa, fluorescent DNA synthesis assay, 10 min; Potency, µM (top dose mostly 107 µM), for the others: at the top dose activity, negative = inhibition, usual class: inhibitors; 0.53% of 400,000 active; AID 588579, 2011; note: % is set by controls: 0 for no effect and ±100 for the full control effect
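First, compounds were pin-transferred onto 10 nM Pol kappa. After 15 min at room temperature, substrate was added to 50 nM final. Fluorescence was then measured kinetically at 0 and 10 min.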
BLM helicase inh: qHTS Assay for Inhibitors of Bloom's syndrome helicase (BLM). RecQ-like DNA helicase BLM (Homo sapiens), P54132. recombinant BLM DNA unwinding, fluorescence dequenching. Potency, µM (series often up to 56.1 µM), for the others: top-dose activity change, negative = inhibition, most hits filed as inhibitors. 0.2% of 350,000 active. AID 2528, 2010;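 note: plate controls were vehicle for no effect and no enzyme for full effect; nearly all actives have a fitted effect of over 35% in size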
Pol eta inh: qHTS for Inhibitors of Polymerase Eta | DNA polymerase eta (Homo sapiens), Q9Y253 | recombinant Pol eta, fluorescent DNA replication assay | Potency, µM (titrated, usually from 114 µM), for the others: at the highest dose activity change, negative = inhibition, actives largely listed as inhibitors | 1.2% of 390,000 active | AID 588591, 2011; note: % is set by controls: 0 for no effect and ±100 for the full control effect
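Pol eta at 10 nM preincubated with compounds 15 min at room temperature; reaction started with fluorescent substrate (50 nM final) and read kinetically at 0 and 10 min.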
APE1 inh: qHTS Assay for Inhibitors of the Human Apurinic/apyrimidinic Endonuclease 1 (APE1). DNA repair nuclease/redox regulator APEX1 (Homo sapiens), P27695. recombinant APE1, TAMRA/BHQ-2 abasic DNA cleavage fluorescence. Potency, µM (titrated, usually from 65.8 µM), inactives show top-dose activity change, negative = inhibition, actives largely listed as inhibitors. 0.35% of 350,000 active;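 note: plate controls were vehicle for no effect and reference inhibitor for full effect; nearly all actives have a fitted effect of over 55% in size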
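Measures dequenching upon AP-site incision of a 5'-TAMRA/3'-BHQ-2 THF-containing duplex, 50 nM; human APE1 0.75 nM after 15 min room-temperature exposure to compound; kinetic three-point read at one-minute spacing.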
BAZ2B inh: qHTS Assay for Inhibitors of BAZ2B. Bromodomain adjacent to zinc finger domain protein 2B (Homo sapiens), Q9UIF8. AlphaScreen BAZ2B-H3K14Ac peptide displacement. Potency, µM (series often up to 114 µM), for the others: at the highest dose activity change, negative = inhibition, hits mostly inhibitors. 4.4% of 360,000 active. AID 504333, 2011; note: % is set by controls: 0 for no effect and ±100 for the full control effect; nearly all actives have a fitted effect of over 60% in size
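Protein-peptide AlphaScreen: BAZ2B 50 nM, b-H3K14Ac 50 nM, 1x PBS pH 7.4 + 0.01% Tween-20. Preincubation 30 min RT; cpd 30 min RT (top 110 uM); beads 20 min RT, light-protected.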
POLI inh: qHTS for Inhibitors of Polymerase Iota | Pol iota fluorescent replication assay, 10 min | Potency, µM (titrated, usually from 115 µM), without a hit: top-dose activity, negative = inhibition, hits mostly inhibitors | 1% of 390,000 active
Target sequence (Q9UNA4 whole entry, looked up): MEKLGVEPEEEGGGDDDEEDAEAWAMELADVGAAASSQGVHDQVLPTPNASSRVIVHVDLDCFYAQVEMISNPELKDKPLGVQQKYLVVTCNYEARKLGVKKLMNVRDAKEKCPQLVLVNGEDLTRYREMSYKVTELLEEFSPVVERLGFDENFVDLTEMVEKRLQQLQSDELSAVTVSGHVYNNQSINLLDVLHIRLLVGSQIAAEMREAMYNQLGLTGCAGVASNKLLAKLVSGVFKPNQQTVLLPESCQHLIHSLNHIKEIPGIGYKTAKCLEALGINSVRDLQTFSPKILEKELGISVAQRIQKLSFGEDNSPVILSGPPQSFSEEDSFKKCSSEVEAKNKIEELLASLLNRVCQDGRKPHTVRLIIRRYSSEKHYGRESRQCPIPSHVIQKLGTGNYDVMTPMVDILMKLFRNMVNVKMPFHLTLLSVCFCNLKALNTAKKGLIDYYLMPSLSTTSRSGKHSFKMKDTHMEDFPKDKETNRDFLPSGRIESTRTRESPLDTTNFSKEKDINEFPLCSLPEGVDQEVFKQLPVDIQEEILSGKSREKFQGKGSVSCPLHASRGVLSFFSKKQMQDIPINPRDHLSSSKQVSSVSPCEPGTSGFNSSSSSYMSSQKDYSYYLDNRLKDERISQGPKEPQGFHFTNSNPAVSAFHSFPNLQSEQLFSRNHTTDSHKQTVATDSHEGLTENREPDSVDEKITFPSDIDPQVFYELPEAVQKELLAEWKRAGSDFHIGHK
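Pol iota at 10 nM preincubated 15 min with compounds at room temperature; reaction started with fluorescent substrate, 50 nM final. Fluorescence read kinetically at 0 and 10 min; buffer-only wells as negative control.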
POLB inh: qHTS Assay for Inhibitors of DNA Polymerase Beta. P06746. Pol beta primer extension/strand displacement, fluorescence kinetic. Potency, µM (titrated, usually from 114 µM), inactives show at the highest dose activity change, negative = inhibition, most hits filed as inhibitors. 1.3% of 340,000 active; note: % is set by controls: 0 for no effect and ±100 for the full control effect
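Homogeneous kinetic assay of primer extension and strand displacement by 10 nM Pol beta, preincubated 15 min at room temperature with compound before 50 nM substrate (final) was added. Read at 0 and 10 min; four-parameter Hill fit.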
Numbers without * were called inactive; [ ] = remark or other dose. Calls come from the whole dose curve; as a rule, active = well fitted curve in the direction sought with a large enough effect; inconclusive = small, poorly fitted or top-dose-only effect, or another doubt; inactive = no such curve, though single readings can be large; an effect the other way counts as inactive or inconclusive. Potency is the fitted concentration of half-maximal effect. A portion of the library (hit frequency here may not be typical).

What do the screens show for `O=C(NCC(c1cccnc1)N1CCc2ccccc21)c1cccc(Br)c1` (stereo not drawn)?
Anesthetic bind: 1.4%; G9a inh: -4.2%[59 µM]; POLK inh: -9.2%; BLM helicase inh: -3.8%; Pol eta inh: -18.6%; BAZ2B inh: inconclusive; POLI inh: 8.7%; POLB inh: 30.2%

What do the screens show for `O=C(NC1CC(=O)N(c2cccc(F)c2)C1)C1CC1` (stereo not drawn)?
Anesthetic bind: 5.0%; G9a inh: 8.3%[59 µM]; POLK inh: -8.2%[60.1 µM]; BLM helicase inh: -7.5%; Pol eta inh: -13.5%; BAZ2B inh: -1.0%; POLI inh: 13.4%; POLB inh: 38.9%[activator]

What do the screens show for `COC(=O)c1c(C(=O)OC)c(-c2ccc(F)cc2)n2c1CSC2`?
Anesthetic bind: -9.5%; G9a inh: -10.5%; POLK inh: 15.0%; BLM helicase inh: -2.8%; Pol eta inh: -11.4%; APE1 inh: 35.7%; BAZ2B inh: -21.4%; POLI inh: 42.4%[activator]; POLB inh: 0.6%

What do the screens show for `COc1ccccc1NC(=O)Cc1nnc(SCC(=O)Nc2ccc(F)cc2F)n1C`?
Anesthetic bind: -9.4%; G9a inh: 31.2%[59 µM]; POLK inh: 0.4%; BLM helicase inh: 0.4%; Pol eta inh: -12.9%; APE1 inh: 0.3%[12.4 µM]; BAZ2B inh: 12.0%; POLI inh: 41.6%[activator]; POLB inh: 45.6%

Results for COC(=O)c1c(NC(=O)CN2CCN(c3ncccn3)CC2)sc(C(N)=O)c1C ?
Anesthetic bind: -11.2%; G9a inh: 24.4%; POLK inh: -18.9%; BLM helicase inh: -13.5%; Pol eta inh: inconclusive; APE1 inh: 18.3%; BAZ2B inh: -22.2%; POLI inh: -14.9%; POLB inh: inconclusive

Results for O=C(COc1ccc(Cl)cc1)NCCNc1ccc([N+](=O)[O-])cc1 ?
Anesthetic bind: 1.4%; G9a inh: 9.3%; POLK inh: 5.2%; BLM helicase inh: -1.1%; Pol eta inh: -4.3%; APE1 inh: 0.4%; BAZ2B inh: -11.5%; POLI inh: 2.3%; POLB inh: 22.7%

How did CC(=O)Cn1ncc(N(C)Cc2ccccc2)c(Cl)c1=O do in these assays?
Anesthetic bind: -13.7%; G9a inh: 22.3%; POLK inh: 0.0%; BLM helicase inh: -2.8%; Pol eta inh: -23.4%; APE1 inh: 10.1%; BAZ2B inh: 1.8%; POLI inh: 2.7%; POLB inh: -1.3%

How did O=C(Oc1ccc(Cl)cc1)c1ccc(N2CCOCC2)c([N+](=O)[O-])c1 do in these assays?
Anesthetic bind: -5.5%; G9a inh: inconclusive; POLK inh: -2.1%; BLM helicase inh: -10.8%; Pol eta inh: 2.8%; APE1 inh: -3.4%; BAZ2B inh: inconclusive; POLI inh: 8.0%; POLB inh: 3.1%

How did CC(=O)c1ccc(NC(=O)COCc2cc(-c3ccc(F)cc3)on2)cc1 do in these assays?
Anesthetic bind: 7.6%; G9a inh: 6.1%[59 µM]; POLK inh: -4.7%; BLM helicase inh: -3.9%; Pol eta inh: -13.2%; BAZ2B inh: 3.0%; POLI inh: 7.0%; POLB inh: -2.8%

How did CC(C)NC(=O)Nc1cccc2c1O[C@H](CN(C)S(C)(=O)=O)[C@@H](C)CN([C@H](C)CO)C2=O do in these assays?
POLK inh: -10.4%; Pol eta inh: 3.6%; APE1 inh: 11.3%; POLI inh: 4.7%

What do the screens show for `Cc1cc(C)c2[nH]c(=O)c(CN(Cc3ccccc3)C(=S)NCCCN(C)C)cc2c1`?
Anesthetic bind: -14.4%; G9a inh: -28.9%; POLK inh: -5.5%; BLM helicase inh: -1.3%; Pol eta inh: -4.6%; APE1 inh: -0.2%; BAZ2B inh: -30.5%; POLI inh: 3.0%; POLB inh: -1.1%

What do the screens show for `COC(=O)c1ccc(N/C(C)=C/C(=O)c2ccc(C)o2)cc1`?
Anesthetic bind: 4.7%; G9a inh: 4.0%[12.7 µM]; POLK inh: -7.3%; BLM helicase inh: -0.3%; Pol eta inh: -15.7%; APE1 inh: -0.8%; BAZ2B inh: -35.6%; POLI inh: 13.7%; POLB inh: 5.2%

Results for CCc1noc(C)c1C(=O)N1CCCC(CCC(=O)NCc2ccc(F)c(F)c2)C1 (stereo not drawn) ?
Anesthetic bind: -10.4%; G9a inh: -5.6%; POLK inh: -14.5%; BLM helicase inh: -3.9%; Pol eta inh: -22.6%; APE1 inh: -1.2%; BAZ2B inh: 4.4%; POLI inh: 39.4%[activator]; POLB inh: 10.3%

How did O=C(Cn1c(-c2cccs2)cc2ccccc21)N1CCN(c2ccc(Cl)cc2)CC1 do in these assays?
Anesthetic bind: -9.8%; G9a inh: 8.9%[59 µM]; POLK inh: -2.1%; BLM helicase inh: -4.0%; Pol eta inh: -22.1%; BAZ2B inh: 5.5%; POLI inh: 7.3%; POLB inh: -1.5%

What do the screens show for `Cc1ccc(N(CC(=O)N/N=C/c2cccs2)S(C)(=O)=O)cc1`?
Anesthetic bind: 28.7%; G9a inh: -35.0%[59 µM]; POLK inh: -1.6%; BLM helicase inh: 2.9%; Pol eta inh: -10.7%; APE1 inh: 5.0%; BAZ2B inh: -8.0%; POLI inh: 1.8%; POLB inh: 1.5%

An excerpt from above in order of length of the SMILES, descending:
What do the screens show for `Cc1cc(C)c2[nH]c(=O)c(CN(Cc3ccccc3)C(=S)NCCCN(C)C)cc2c1`?
Anesthetic bind: -14.4%; G9a inh: -28.9%; POLK inh: -5.5%; BLM helicase inh: -1.3%; Pol eta inh: -4.6%; APE1 inh: -0.2%; BAZ2B inh: -30.5%; POLI inh: 3.0%; POLB inh: -1.1%

How did O=C(Cn1c(-c2cccs2)cc2ccccc21)N1CCN(c2ccc(Cl)cc2)CC1 do in these assays?
Anesthetic bind: -9.8%; G9a inh: 8.9%[59 µM]; POLK inh: -2.1%; BLM helicase inh: -4.0%; Pol eta inh: -22.1%; BAZ2B inh: 5.5%; POLI inh: 7.3%; POLB inh: -1.5%

How did CC(=O)c1ccc(NC(=O)COCc2cc(-c3ccc(F)cc3)on2)cc1 do in these assays?
Anesthetic bind: 7.6%; G9a inh: 6.1%[59 µM]; POLK inh: -4.7%; BLM helicase inh: -3.9%; Pol eta inh: -13.2%; BAZ2B inh: 3.0%; POLI inh: 7.0%; POLB inh: -2.8%

The listing continues.
Results for CCc1cc(C(=O)NNC(=S)NC(C)c2ccccc2)cs1 (stereo not drawn) ?
Anesthetic bind: -23.7%; G9a inh: 79.6%[activator][12.7 µM]; POLK inh: -3.0%; BLM helicase inh: -1.1%; Pol eta inh: -7.4%; APE1 inh: 0.4%; BAZ2B inh: -2.2%; POLI inh: 1.3%[58.9 µM]; POLB inh: -1.0%

What do the screens show for `CCN(C(=O)c1cn(C)c(=O)c2cc(OC)c(OC)cc12)c1cc(C)ccc1C`?
Anesthetic bind: -7.6%; G9a inh: -2.4%[2.33 µM]; POLK inh: -7.4%; BLM helicase inh: 0.0%; Pol eta inh: -12.3%; APE1 inh: 11.5%; BAZ2B inh: 6.6%; POLI inh: 16.6%; POLB inh: 15.0%

Results for COc1ccc(N(C(C)C(=O)NCCSCc2cccc(Cl)c2)S(C)(=O)=O)cc1 (stereo not drawn) ?
Anesthetic bind: inconclusive; G9a inh: -9.3%[0.501 µM]; POLK inh: 7.2%; BLM helicase inh: -10.1%; Pol eta inh: -13.1%; APE1 inh: 39.3%; BAZ2B inh: -33.6%; POLI inh: 13.1%; POLB inh: 5.6%

How did CCc1ccc(N2CCN(S(=O)(=O)CC34CCC(CC3=O)C4(C)C)CC2)cc1 (stereo not drawn) do in these assays?
Anesthetic bind: -7.4%; G9a inh: 32.1%[59 µM]; POLK inh: -6.5%; BLM helicase inh: -6.2%; Pol eta inh: -4.5%; APE1 inh: 24.3%; BAZ2B inh: inconclusive; POLI inh: 17.0%; POLB inh: 24.4%

How did CSc1ncc(CN2CCc3c([nH]c4ccccc34)C2C(C)(C)C)cn1 (stereo not drawn) do in these assays?
Anesthetic bind: 2.2%; POLK inh: -5.5%; BLM helicase inh: 0.7%; Pol eta inh: -8.0%; APE1 inh: -14.9%; BAZ2B inh: inconclusive; POLI inh: 100.0%[activator]; POLB inh: 27.3%

How did O=C(COC(=O)c1nc(Cl)ccc1Cl)NC1CCCCCC1 do in these assays?
G9a inh: -15.3%; POLK inh: 3.6%; Pol eta inh: -15.1%; APE1 inh: 45.3%; BAZ2B inh: -20.9%; POLI inh: 7.8%

Results for Cn1c(=O)c2c(SCc3ccccc3)nc(C3CC3)nc2n(C)c1=O ?
Anesthetic bind: 1.8%; POLK inh: -9.9%; BLM helicase inh: -0.9%; Pol eta inh: -3.0%; APE1 inh: 9.2%; BAZ2B inh: 11.1%; POLI inh: 25.1%; POLB inh: 8.9%

How did COc1ccc(/C=C/C(=O)NC(=S)NN2CCCCC2c2cccnc2)cc1 (stereo not drawn) do in these assays?
Anesthetic bind: inconclusive; G9a inh: inconclusive; POLK inh: 12.3%; BLM helicase inh: -1.2%; Pol eta inh: -10.0%; APE1 inh: -3.9%; BAZ2B inh: inconclusive; POLI inh: 9.9%; POLB inh: 9.0%

Results for N#Cc1ccc(CSc2nc(N)cc(N)n2)cc1 ?
Anesthetic bind: inconclusive; POLK inh: -1.9%; BLM helicase inh: -0.1%; Pol eta inh: -3.3%; APE1 inh: 7.8%; BAZ2B inh: 3.2%; POLI inh: 4.3%; POLB inh: 17.9%

What do the screens show for `Cc1cc(N2CCN(c3cccc(C(F)(F)F)c3)CC2)n2ncnc2n1`?
Anesthetic bind: -4.6%; G9a inh: -2.1%[12.7 µM]; POLK inh: -10.7%; BLM helicase inh: -1.3%; Pol eta inh: -16.4%; APE1 inh: 1.5%; BAZ2B inh: -1.0%; POLI inh: 14.9%; POLB inh: 1.4%
